Source: PubChem BioAssay
P. falciparum M1AAP: P. falciparum M1AAP inhibitors, biochemical, fluorogenic H-Leu-NHMec substrate, 1536-well (AID 1445). Aminopeptidase N (Plasmodium falciparum (isolate 3D7)). recombinant M1AAP, H-Leu-NHMec fluorogenic kinetic assay; higher % means a stronger effect. one-dose inhibition, % at 30 µM; IC50 in µM for titrated hits. 220,000 tested, 0.42% active;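 active means primary inhibition above the hit cutoff, then over 50% inhibition at one or more dose response concentrations, cut at about 23% in these data, passing the limit was not always enough; inconclusive means conflicting primary data, or primary hits not chosen for dose response; inactive means low primary inhibition, or under 50% at every dose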;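 further: plate controls were DMSO full reaction for no effect and no enzyme background for full effect; strong numbers were not always called active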
TNAP activation fold: human TNAP enzyme activators, primary screen, biochemical, luminescent, no phosphate acceptor, uHTS (AID 1001). activation fold at 20 µM; hits with a dose series show EC50 in µM. 200,000 tested, 0.03% active. purified TNAP, luminescent activation assay, no phosphate acceptor; higher activation fold means a stronger effect. Alkaline phosphatase, tissue-nonspecific isozyme (Homo sapiens); in the data active means activation fold from about 3, or a potency from the dose series; inactive means the rest, 99 in 100 with activation fold below about 1.6; further: many of its hits are not listed in these tables
P. falciparum M17LAP: P. falciparum M17LAP inhibitors, primary screen, biochemical, fluorogenic H-Leu-NHMec substrate, 1536-well (AID 1619); Leucine aminopeptidase (Plasmodium falciparum (isolate 3D7)); recombinant M17LAP, H-Leu-NHMec fluorogenic kinetic assay; higher % means a stronger effect; inhibition, % at 30 µM, or IC50 in µM where a hit was titrated; 220,000 tested, 0.38% active;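 active means compound inhibiting the enzyme by more than half at any dose during confirmatory dose-response retesting; inconclusive means strong single-dose inhibitors picked by rank but not retested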;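 further: plate controls were full reaction with DMSO carrier for no effect and no enzyme background for full effect; strong numbers were not always called active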
RSV CPE inhibition: RSV antiviral activity via CPE protection, HEp-2 cells, primary 10 µM value included (AID 2391). HEp-2 cells, RSV-induced CPE inhibition; higher % means a stronger effect. CPE inhibition, % at 10 µM, or IC50 in µM where a hit was titrated. 310,000 tested, 0.13% active; in the data active means a potency from the dose series; inconclusive means CPE inhibition mostly from about 23% at the one dose, without a potency; inactive means the rest, 99 in 100 with CPE inhibition below about 21%; further: strong numbers were not always called active
PMI inhibitors: inhibitors of human PMI, primary screen, biochemical, fluorescence intensity, coupled assay (AID 1209) | inhibition, % at 20 µM; hits with a dose series show IC50 in µM | 190,000 tested, 0.42% active | purified PMI enzyme, coupled fluorescence intensity; higher % means a stronger effect;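 further: plate controls were DMSO vehicle for no effect and wells lacking substrate for full effect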
human PMI inhibitors: human PMI inhibitors, high substrate, primary screen, biochemical, fluorescence intensity, high mannose 6-phosphate (AID 1220). recombinant PMI enzyme, coupled fluorescence intensity; higher % means a stronger effect. inhibition, % at 20 µM; hits with a dose series show IC50 in µM. 190,000 tested, 0.66% active
West Nile antiviral: West Nile virus antiviral activity, cell-based, CPE readout (AID 1621); West Nile virus-infected cells, CPE inhibition; higher % means a stronger effect; CPE inhibition, % at 10 µM, or IC50 in µM where a hit was titrated; 290,000 tested, 0.02% active; in the data active means a potency from the dose series; inconclusive means CPE inhibition mostly from about 3.7% at the one dose, without a potency; inactive means the rest, 99 in 100 with CPE inhibition below about 2.2%; further: strong numbers were not always called active
K1F lysis inhibition: inhibition of K1F phage lysis, E. coli UTI89, bacterial capsule biogenesis inhibitors, alamar blue (AID 488966) | E. coli UTI89 K1F phage lysis, alamar blue, 2 h; higher % means a stronger effect | inhibition, % at 100 µM, or IC50 in µM where a hit was titrated | 340,000 tested, 0.02% active;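 active means phage lysis inhibition, versus mean bacterial control, above a set limit; inconclusive means no clear call, values can overlap the other calls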;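 further: capsule biogenesis inhibitors block K1F phage lysis so surviving cells raise fluorescence; higher fluorescence means more inhibition of phage lysis; actives were called in the ten point dose series up to 300 µM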
T cell modulator: modulators of CD8 T cell-vesicle binding, primary screen, mouse 2C CD8+ T cells, flow cytometry; 2C CD8+ T cell-vesicle binding; stronger effect = lower value; calls only at 7 µM; 330,000 tested, 0.068% active;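 active means response, share of CD8 T cells binding vesicles, and their 90th percentile fluorescence all below set limits, cut at about 80% in these data, passing the limit was not always enough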
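System: murine 2C transgenic CD8+ T lymphocytes; also added: QL9-loaded Drosophila micro-vesicles; times: binding 1.5 h at 37 °C; measured by: flow cytometry, PE anti-B7-1 (FL2) versus Alexa647 anti-CD8 (FL8), PFA-fixed; control set: Peptide-free naked vesicles (low) and QL9 vesicles with 0.7% DMSO vehicle (high)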
T cell modulator vesicle-bound %: further read-out of T cell modulator, marked with its call; double positive events, %; measured here: CD8+ vesicle-bound cell fraction;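 binding gate set so that unloaded-vesicle control wells show 10% double positive cells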
Active calls of the source: *; i = inactive; ? = inconclusive; · = not tested or not shown; [ ] = another dose, or the depositor's remark. Unless noted, no stated cut-off is given here; in the data, active means inhibition above about 50%; inactive means the rest. No enrichment for hits (roughly 1.5% active in at least one column).

SMILES	P. falciparum M1AAP	TNAP activation fold	P. falciparum M17LAP	RSV CPE inhibition	PMI inhibitors	human PMI inhibitors	West Nile antiviral	K1F lysis inhibition	T cell modulator	T cell modulator vesicle-bound %
COc1ccc(C(=O)O/N=C/c2c(C(F)(F)F)nn(C)c2SCc2ccccc2Cl)cc1	0%	1.1	-13%	-0.1%	3%	-5%	-1.6%	-0.1%	i	43
O=C1/C(=C/c2cccnc2)SC(=NCc2ccccc2)N1Cc1ccccc1	4%	1.1	18%	0.7%	7%	10%	-0.3%	-0.5%	i	33
Cc1ccc(NC(=O)COC(=O)C2(c3ccc(Cl)cc3)CCCC2)cc1	-3%	1.1	-8%	1.7%	8%	10%	-0.9%	1.5%	i	39
O=C(Nc1ccc2c(c1)CCCN2C(=O)c1ccccc1)c1ccccc1Br	·	·	·	41%	·	·	-0.6%	0.7%	i	32
CCOC(=O)c1cnn(CCOC(=O)Cc2cccs2)c1NC(=O)Cc1cccs1	2%	1.2	4%	0.2%	-1%	7%	0.1%	6.5%	i	17
CC1(C)CC(=O)C2=C(C1)N(CC1CCCO1)C(=O)NC2(C(F)(F)F)C(F)(F)F (stereo not drawn)	3%	1.1	4%	2.2%	11%	4%	-0.3%	0.8%[50 µM]	i	25
CCCc1cc(=O)oc2cc(OCC(=O)N3CCN(C(=O)C4COc5ccccc5O4)CC3)ccc12 (stereo not drawn)	·	·	·	7.9%	·	·	-0.3%	0.2%	i	58
Cc1sc2nc(C3CC3)nc(N3CCN(C(=O)c4ccccc4F)CC3)c2c1C	·	·	·	?	·	·	-0.1%	1.8%	i	9
Cc1ccccc1NC(=O)CSc1nnc(CNC(=O)c2ccc3c(c2)OCO3)n1C	·	·	·	0.9%	·	·	-0.3%	-0.1%	i	15
CN1C(=O)NC(c2cccc(F)c2)C2=C1CC(C)(C)CC2=O (stereo not drawn)	·	·	·	1.1%	·	·	-0.2%	0.6%[50 µM]	i	34
CN(C)n1cccc1/C=C(\C#N)S(=O)(=O)c1ccc(Cl)cc1	7%	·	7%	0.5%	·	·	0.0%	·	i	31
COc1ccc(NC2CC(=O)N(C(C)C)C2=O)cc1 (stereo not drawn)	7%	1.1	15%	2.5%	16%	9%	-0.3%	0.4%	i	36
CC(=O)Nc1ccc(OS(=O)(=O)c2c(C)cc(C)cc2C)cc1	8%	1	-3%	7.4%	4%	1%	1.9%	0.0%	i	65
Cc1cc(NC(=O)COC(=O)CCNS(=O)(=O)c2c(Cl)cccc2Cl)no1	0%	1	-2%	0.9%	4%	9%	0.5%	0.2%	i	47
Cc1cc(NC(=O)c2ccc3c(c2)OCCO3)ccc1NC(=O)c1cc2ccccc2o1	11%	1	1%	7.6µM*	16%	16%	0.4%	0.2%	i	41
Cc1ccc[n+](-c2nc3ccccc3nc2[N-]S(=O)(=O)c2ccccc2)c1	3%	·	16%	1.1%	·	·	0.2%	-0.1%	i	22
CC(C)Cc1ccccc1S(N)(=O)=O	·	·	·	1.0%	·	·	-0.7%	0.3%	i	25
N/C(CC(=O)Nc1cc(C(F)(F)F)ccc1Cl)=N\O	-1%	·	-1%	4.4%	·	·	-0.3%	0.1%	i	36
Oc1ccccc1C1=NCCNC(C(F)(F)C(F)F)=C1	15%	1.1	16%	0.2%	8%	2%	-0.2%	3.9%	i	29
Cc1ccc(-n2c(=S)[nH]c3[nH]ncc3c2=O)cc1	14%	1.6	5%	-0.4%	13%	-6%	0.1%	0.2%	i	42
CC(=O)NN1C(=O)/C(=C\c2ccc(Cl)cc2)SC1=S	4%	1.1	6%	-0.8%	-1%	-3%	-0.6%	-0.3%	i	39
CC(C)(C)c1ccc(Oc2ccc(NC(=O)C3CC=CCC3C(=O)O)cc2)cc1 (stereo not drawn)	13%	1	4%	0.1%	15%	21%	-0.7%	-1.9%	i	47
COc1ccc(-n2ccnc(SCC(=O)NC3CCCCC3)c2=O)cc1	·	·	·	9.7%	·	·	0.6%	0.5%	i	19
NC(=O)NC(=O)COC(=O)c1cccc(NS(=O)(=O)/C=C/c2ccccc2)c1	-5%	1.1	-3%	2.4%	6%	5%	0.4%	-0.6%	i	46
CCC(C)NC(=O)c1ccc(NC(=O)C2CCCO2)cc1 (stereo not drawn)	3%	0.9	11%	0.7%	0%	5%	-0.2%	0.2%	i	37
Cc1nc(C)c(Oc2ccc(Cl)cc2Cl)c(=O)[nH]1	2%	·	1%	2.8%	·	·	-0.2%	0.0%	i	30
Cc1nnsc1NC(=O)OCc1ccccc1Cl	1%	1.1	-7%	1.6%	5%	12%	0.1%	0.0%	i	48
Cc1ccc(N(Cc2cc3ccc(C)cc3[nH]c2=O)C(=O)c2cccs2)cc1	4%	·	2%	-0.5%	·	·	0.2%	0.6%[50 µM]	i	24
CC(C)C(=O)N1CCN(c2ccc(NC(=O)c3ccc(Br)o3)cc2)CC1	8%	1.1	35%	2.4%	10%	4%	-0.2%	-1.7%	i	31
CC(=O)Oc1ccc(-c2cccc(C(=O)OCC(=O)N(C)c3ccccc3)c2)cc1	4%	1	-3%	?	11%	3%	1.9%	1.8%	i	36
COc1ccc(C(=O)NC2CC2)cc1OC1CCN(Cc2cnn(C)c2C)CC1	·	·	·	1.3%	·	·	-0.4%	-0.1%	i	58
CCOC(=O)c1c(N)nn(C(=O)C(C)C)c1-c1ccccc1	2%	1	0%	1.0%	-7%	-4%	0.2%	1.8%	i	54
Cc1cc(C)c(C#N)c(SCc2ccccc2F)n1	-5%	1.1	-3%	4.2%	11%	10%	2.5%	-6.5%	i	59
O=C(NCc1nc2ccccc2[nH]1)C1=C[C@H](C2CC2)C[C@H](OCCCCO)O1	0%	1.1	13%	0.8%	1%	-4%	-0.4%	-0.4%	i	16
CCCCCCCCNC(=O)c1cccnc1SCC(=O)Nc1ccc(OC)cc1OC	2%	1.1	13%	5.0%	-7%	-7%	-1.1%	1.1%	i	23
Cc1ccc(C(=O)CN(C(=O)c2ccc(Cl)c(Cl)c2)N2C(=O)C3C4C=CC(C4)C3C2=O)cc1 (stereo not drawn)	13%	1	-3%	12%	28%	23%	-1.0%	3.8%	i	24
O=C(O)CCCC(=O)NNc1nc(-c2ccccc2)c2cc(Cl)ccc2n1	·	·	·	0.5%	·	·	-0.1%	0.0%	i	64
Cc1ccc(OCc2ccc(C(=O)Nc3ccc(S(N)(=O)=O)cc3)o2)cc1	3%	1.1	-3%	2.1%	-7%	-6%	-0.7%	-0.1%	i	49
CC(Cc1ccccc1)C(=O)Nc1ccc(Br)cc1 (stereo not drawn)	·	·	·	16%	·	·	-0.5%	-1.9%	i	11
O=C(Nc1ccnn1C1CCN(Cc2ccc(Cl)cc2)CC1)C1CCCC1	·	·	·	2.3%	·	·	-0.3%	-0.1%	i	6
CC1CCN(c2ccc(C(=O)NCc3cccs3)cn2)CC1	-1%	1.1	16%	7.7%	13%	13%	-0.4%	-0.3%	i	26
O=C(CN(C(=O)CCC(=O)Nc1nccs1)c1ccccc1F)NCC1CCCO1 (stereo not drawn)	7%	1	11%	0.9%	3%	9%	0.2%	0.0%	i	24
Cc1cccc(NC(=O)NNS(=O)(=O)c2ccc(F)cc2)c1	6%	1	-2%	0.0%	-16%	-16%	0.2%	0.2%	i	49
O=C(Nc1cc(Cl)ccc1Cl)C1CCCO1 (stereo not drawn)	·	·	·	0.0%	·	·	-0.6%	-0.9%	i	24
Cc1ccc(-n2c(=O)[nH]cc(C(=O)Nc3ccc4c(c3)OCCO4)c2=O)cc1C	-1%	1.1	-10%	-0.1%	14%	14%	-0.7%	0.0%	i	37
O=C(c1cccnc1)N1CCN(Cc2ccc3ccccc3c2)CC1	·	·	·	12%	·	·	-1.8%	0.0%	i	16
CCOCCc1nnc(NC(=O)C(C)Oc2ccccc2)s1 (stereo not drawn)	11%	1.1	27%	2.0%	-2%	-2%	0.2%	0.1%	i	14
CCOc1cc(CNCCN(C)C)c(Cl)cc1OCC(=O)NCCc1ccccc1	1%	1.1	10%	-2.5%	3%	-1%	-0.2%	-1.1%	i	24
Nc1ccccc1SCC(=O)Nc1ccc2c(c1)OCO2	·	·	·	17%	·	·	-0.8%	2.2%[50 µM]	i	66
O=C(CN1CCN(Cc2ccc(Cl)cc2)C1=O)NCCCN1CCN(c2ccc(F)cc2)CC1	3%	1.1	0%	-1.0%	0%	-3%	0.2%	9.4%	i	23
CCCC(c1nnnn1CCOC)N1CCN(c2nc3ccccc3s2)CC1 (stereo not drawn)	-5%	1	27%	-0.3%	-6%	0%	-0.9%	-1.0%	i	41
CC1CN(c2oc(COc3ccc(Cl)cc3Cl)nc2C#N)CC(C)O1 (stereo not drawn)	7%	1.1	-11%	4.2%	10%	10%	-0.2%	-0.4%	i	25
CCOC(=O)C(Cc1ccc(NC(=O)/C(=C\c2ccccc2)NC(=O)c2ccccc2)cc1)N1C(=O)c2ccccc2C1=O (stereo not drawn)	-2%	1.1	-3%	0.1%	3%	-5%	0.1%	3.6%	i	6
COc1cc(C(=O)N(Cc2ccccc2)c2cccc(C)c2)ccc1OC(F)F	·	·	·	15%	·	·	-1.0%	3.7%[50 µM]	i	53
CC(C)N(Cc1ccccc1)C(=O)COC(=O)c1ccc2c(c1)OCCO2	4%	1.1	6%	0.9%	4%	2%	0.5%	1.4%	i	37
Cc1ccccc1S(=O)(=O)Cc1ccc(C(=O)NCCCN2CCC(C)CC2)o1	·	·	·	0.7%	·	·	-0.3%	0.0%	i	7

Results in RSV CPE inhibition and T cell modulator, for 2 of the compounds above:
SMILES | RSV CPE inhibition | T cell modulator
Cc1cc(C)c(C#N)c(SCc2ccccc2F)n1 | 4.2% | i
O=C(NCc1nc2ccccc2[nH]1)C1=C[C@H](C2CC2)C[C@H](OCCCCO)O1 | 0.8% | i
